# MITF primary = human MITF inhibition, primary screen | inhibition, % at 2.6 µM | O75030 | AlphaScreen MITF homodimerization, bead proximity signal | 0.91% of 650,000 active; in the data active = inhibition above about 50%;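 also: 0% = vehicle wells with protein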
# Target sequence (O75030 whole entry, looked up): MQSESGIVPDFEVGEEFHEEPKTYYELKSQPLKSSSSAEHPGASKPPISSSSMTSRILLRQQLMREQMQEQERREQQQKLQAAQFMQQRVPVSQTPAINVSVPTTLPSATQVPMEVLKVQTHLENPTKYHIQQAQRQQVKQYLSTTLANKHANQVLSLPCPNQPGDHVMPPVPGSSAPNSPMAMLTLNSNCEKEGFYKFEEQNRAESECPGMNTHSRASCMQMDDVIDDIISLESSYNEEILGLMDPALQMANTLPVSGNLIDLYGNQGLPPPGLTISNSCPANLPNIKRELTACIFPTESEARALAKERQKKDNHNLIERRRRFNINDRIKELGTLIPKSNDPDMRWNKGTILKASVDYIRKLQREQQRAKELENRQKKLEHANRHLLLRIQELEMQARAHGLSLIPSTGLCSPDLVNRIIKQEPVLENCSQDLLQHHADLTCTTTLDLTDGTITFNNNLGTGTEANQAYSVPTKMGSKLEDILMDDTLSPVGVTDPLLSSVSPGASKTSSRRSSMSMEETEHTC
# TEAD-YAP block = TEAD-YAP interaction inhibition | 1.4% of 640,000 active | HEK-TIYL cells, TEAD-Gal4/YAP UAS-luciferase luminescence | inhibition, % at 9.12 µM | AID 1259422; in the data active = inhibition above about 32%;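 also: 0% = median of test compound wells and 100% = reference inhibitor wells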
# FBW7 activator = activators of human E3 ligase FBW7; Q969H0; AlphaScreen FBW7–phospho-cyclin E peptide binding, activator screen; normalized activity (activation), % at 26.1 µM; 0.13% of 650,000 active; AID 1259310; in the data active = normalized activity above about 1.9%;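 also: purified mutant Fbw7 with reduced substrate affinity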
# GPR151 activ = activates the human receptor GPR151; Q8TDV0; 1% of 650,000 active; activation, % at 11.2 µM; PathHunter beta-arrestin GPR151 cells, luminescence; in the data active = activation above about 4.9%;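 also: 0% = median of compound wells and 100% = cells with positive control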
# Target sequence (Q8TDV0 whole entry, looked up): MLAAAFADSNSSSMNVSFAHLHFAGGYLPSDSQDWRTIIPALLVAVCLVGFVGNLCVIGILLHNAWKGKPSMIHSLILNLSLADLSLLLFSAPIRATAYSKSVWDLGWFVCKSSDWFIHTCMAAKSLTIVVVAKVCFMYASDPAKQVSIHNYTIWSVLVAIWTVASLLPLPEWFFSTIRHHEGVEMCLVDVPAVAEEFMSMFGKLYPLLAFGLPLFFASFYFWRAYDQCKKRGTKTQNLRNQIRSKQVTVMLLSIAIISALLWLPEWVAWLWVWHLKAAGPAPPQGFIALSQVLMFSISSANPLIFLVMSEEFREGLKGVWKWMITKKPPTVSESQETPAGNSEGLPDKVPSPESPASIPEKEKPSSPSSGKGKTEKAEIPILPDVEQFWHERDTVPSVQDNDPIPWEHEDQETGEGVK
# An asterisk follows results filed as active.
SMILES,MITF primary,TEAD-YAP block,FBW7 activator,GPR151 activ
O=c1c2nnn(Cc3ccc(F)cc3)c2ncn1Cc1ccc(Cl)cc1,9,3,0.6,-1.5
O=C1CC(c2ccccc2)CC(O)=C1C=NCc1cccc(C(F)(F)F)c1 (centres undefined),19,3,-0.1,-0.2
COc1cccc(CCNS(=O)(=O)CCCOc2ccc(F)cc2)c1,16,1,1.0,0.5
COc1ccc(C(=O)c2oc3ccccc3c2NC(=O)COc2ccc(Br)cc2)cc1,-24,-2,-0.2,0.6
COc1ccc2c(c1)c1nc(SCc3cccnc3)n(CCO)c(=O)c1n2C,20,-2,-0.3,0.0
Cc1ccc(-c2cc(C(=O)Nc3ccccc3F)c3ccccc3n2)c(C)c1,9,9,0.1,2.7
CC(=O)c1ccc(N2CCN(CC(=O)NCc3cccs3)CC2)cc1,10,11,0.1,0.0
CC(C)CN(CCCNC(=O)C1CC(=O)N(C2CCCCC2)C1)CC(C)C (centres undefined),-1,5,0.0,0.4
COCCCNC(=O)Cn1ncc2c(C)n(Cc3ccccc3Cl)c(C)c2c1=O,8,7,0.0,-2.3
C=CCOc1ccccc1CN1CCc2nnc(C(NC(=O)CC)C(C)C)n2CC1 (centres undefined),6,2,0.3,0.0
COc1ccc(OC(=O)c2ccc(Br)o2)cc1,-5,4,-0.4,-0.5
CNc1ncnc2sc(C(=O)N(C)C3CCOC3)c(C)c12 (centres undefined),-1,9,0.2,-1.2
O=C(Nc1cc(Cl)ccc1N1CCOCC1)c1ccc(N2CCOCC2)c([N+](=O)[O-])c1,-3,-6,-0.5,-1.2
COc1cc(CN2CCCC(CO)C2)cc2c1OCO2 (centres undefined),-3,0,0.1,0.5
O=C(CCS(=O)(=O)c1ccc2c(c1)SCC(=O)N2)NCc1cccnc1,8,-9,0.7,-2.0
CCCCN(C)C(=O)C(=O)c1c(C)n(C)c2ccccc12,2,-1,-0.2,3.3
CCOc1ccccc1N1CCN(C(=O)Nc2cccc(Cl)c2)CC1,-10,2,0.0,3.8
COc1ccc(OC)c(NC(=S)NC(=O)c2ccnn2C)c1,14,-5,-0.1,0.8
Cc1ccc(NC(=O)CS(=O)CC(=O)NCc2cccc(C(F)(F)F)c2)cc1 (centres undefined),-14,8,-0.1,-0.9
COc1cccc(CC(=O)N[C@@H](C)Cn2nnc3ccccc32)c1,-6,-5,-0.1,-1.0
CCOC(=O)c1c(NC(=O)COc2cc(C)c(Cl)c(C)c2)sc(C)c1C,-8,-7,-0.1,0.1
CCOC(=O)c1ccccc1NC(=O)C1CC(=O)N(c2ccccc2)C1 (centres undefined),-1,-7,-0.1,1.0
CC1(C)CC(=O)c2cc(C(N)=O)c(=O)n(-c3ccccc3)c2C1,5,-2,0.3,0.1
Cn1nnc2c(N3CCN(CC(=O)Nc4cccc(F)c4)CC3)ncnc21,8,11,-0.1,-0.6
COc1ccc(C2CC(c3cccs3)=NN2C(=O)CSC2=NN3CCCC(=O)N=C3S2)cc1 (centres undefined),1,4,0.6,0.5

# Ordered by molecular weight (low to high): some entries from above
SMILES,MITF primary,TEAD-YAP block,FBW7 activator,GPR151 activ
CCCCN(C)C(=O)C(=O)c1c(C)n(C)c2ccccc12,2,-1,-0.2,3.3
CC1(C)CC(=O)c2cc(C(N)=O)c(=O)n(-c3ccccc3)c2C1,5,-2,0.3,0.1
CCOC(=O)c1ccccc1NC(=O)C1CC(=O)N(c2ccccc2)C1 (centres undefined),-1,-7,-0.1,1.0
Cc1ccc(-c2cc(C(=O)Nc3ccccc3F)c3ccccc3n2)c(C)c1,9,9,0.1,2.7

# (more compounds)
SMILES,MITF primary,TEAD-YAP block,FBW7 activator,GPR151 activ
O=C1NC2(CCN(Cc3ccc4ncccc4c3)CC2)Nc2ccccc21,2,1,-0.1,0.4
CCOC(=O)c1c(NC(=O)c2cnccn2)sc(C(N)=O)c1C,-12,0,-0.1,-0.8
COc1c(Br)cc(/C=C2\SC(=Nc3cc(C)cc(C)c3)NC2=O)cc1Br,6,-6,-0.1,-0.1
COc1cc(/C=C2/C(=N)N3OC(C)=CC3=NC2=O)ccc1OCc1ccc2c(c1)OCO2,12,48*,0.0,-6.5
CCN1CCc2c(sc(NC(=O)c3ccco3)c2C(=O)OC)C1,7,0,0.2,-1.1
CSc1cccc(NC(=O)/C=C\C(=O)O)c1,2,12,0.1,-1.3
CCN(CC)CCn1c(=S)[nH]c2ccc(N3CCOCC3)cc2c1=O,3,-1,-0.2,-0.3
O=c1[nH]nc2nc(N3CCCCC3)nc(N3CCCCC3)n12,-4,6,-0.1,0.9
Cc1cc2cc(CNC(=O)CCCC(=O)O)ccc2[nH]1,3,-13,0.0,1.5
COc1ccc(CCN(Cc2ccccn2)C(=S)Nc2cc(C)cc(C)c2)cc1OC,2,-4,-0.4,-1.5
COc1ccc(/C(O)=C2/C(=O)C(=O)N(CCc3ccccc3)C2c2cccc([N+](=O)[O-])c2)cc1 (centres undefined),-5,10,-0.1,1.3
CCOC(=O)C1=C(N)OC2=C(C(=O)CC(c3ccccc3)C2)C1c1ccc(Cl)cc1Cl (centres undefined),13,5,0.3,1.8
CCCCn1c(SCC(=O)Nc2nc(C)c(C)s2)nnc1-c1ccco1,-3,10,0.2,-0.3
O=C(CSc1cccc[n+]1[O-])NNC(=O)c1ccccc1,13,13,0.5,-0.9
CSC1=NC2(CCCCC2)C2CCCCC2O1 (centres undefined),1,0,0.1,0.7
O=C(/C=C/c1ccc(Cl)cc1Cl)Nc1ccc(S(=O)(=O)N2CCOCC2)cc1,12,0,0.0,1.2
O=C(Nc1ccccc1C(=O)Nc1ccc(Br)cc1)c1ccncc1,-7,3,0.0,0.3
CCNc1nc(NC(C)C)nc(OCCOC(=O)c2ccccc2)n1,13,6,0.1,1.9
CCOc1ccc(-n2c(SCC(=O)c3ccc(F)cc3)nc3sc4c(c3c2=O)CCCC4)cc1,-6,3,0.1,0.8
Cn1c(=O)[nH]c(=O)c2c1nc(N1CCOCC1)n2CC(O)COc1ccc(I)cc1 (centres undefined),9,-4,-0.2,-1.5
COc1ccc(C2C3=C(CC(c4ccc(C(F)(F)F)cc4)CC3=O)Nc3ccccc3N2C(=O)C(F)(F)F)cc1 (centres undefined),-9,6,-0.1,0.7
O=C(Cn1cnc2scc(-c3ccccc3)c2c1=O)Nc1ccc(Oc2ccc(Cl)cc2)cc1,-7,9,-0.1,0.0
Cc1cccc(NC(=O)c2ccc(N3CC4CC(C3)c3cccc(=O)n3C4)c(NC(=O)c3cccnc3)c2)n1 (centres undefined),-6,0,-0.1,0.7
O=C(NCCCO)C(=O)NCC1OCCCN1S(=O)(=O)c1ccc2c(c1)OCCO2 (centres undefined),4,-1,0.0,0.5
CCC(C)c1ccc(C(=O)COc2ccccc2C(N)=O)cc1 (centres undefined),-7,-44,0.1,0.2

# Compounds listed so far with an NH in an aromatic ring (four):
SMILES,MITF primary,TEAD-YAP block,FBW7 activator,GPR151 activ
CCN(CC)CCn1c(=S)[nH]c2ccc(N3CCOCC3)cc2c1=O,3,-1,-0.2,-0.3
O=c1[nH]nc2nc(N3CCCCC3)nc(N3CCCCC3)n12,-4,6,-0.1,0.9
Cc1cc2cc(CNC(=O)CCCC(=O)O)ccc2[nH]1,3,-13,0.0,1.5
Cn1c(=O)[nH]c(=O)c2c1nc(N1CCOCC1)n2CC(O)COc1ccc(I)cc1 (centres undefined),9,-4,-0.2,-1.5

# (listing goes on)
SMILES,MITF primary,TEAD-YAP block,FBW7 activator,GPR151 activ
CCOc1ccc2nc(NC(=O)CSC(=S)N(CC)CC)sc2c1,7,-6,0.1,-0.3
CC(C)CC1N=C2c3ccccc3N=C(SCc3ccccc3F)N2C1=O (centres undefined),14,-46,0.3,0.0
COC(=O)/N=C(\Cc1ccc(OC)cc1)c1ccc(OC)cc1,15,-22,0.0,-1.6
CCc1ccc(-c2cc(C(=O)NC(C)C3CC4CCC3C4)c3ccccc3n2)cc1 (centres undefined),10,7,0.1,0.4
Cn1c(=O)cc(SCC(=O)NCc2ccc(F)cc2)c2ccccc21,4,10,0.3,-0.5
CC(C)CNC(=O)C(=O)Nc1ccc(Cl)c(C(F)(F)F)c1,-3,-3,-0.1,2.3
COC(=O)c1cccc(NC(=O)Nc2ccc(Cl)c(Cl)c2)c1,14,-20,0.1,0.4
Cc1ccccc1NC(=O)c1cc2c(CO)cnc(C)c2oc1=Nc1ccccc1,12,3,0.2,0.7
Cc1ccc(NC(=S)N(Cc2ccccc2)Cc2ccccc2)cc1,16,-12,0.1,-0.3
Cc1cc(C)n(-c2nnc(C)n2/N=C/c2ccccc2F)n1,10,0,0.0,-0.7
O=C(CCC(=O)N1CCOc2ccc(Cl)cc21)NC1CCCC1,1,2,-0.1,0.5
O=C1CCC/C(=N\NC(=O)NC2CCCCC2)C1,7,-1,-0.2,2.0
COc1ccc(/C=N/NC(=O)C(O)c2ccccc2)c(O)c1 (centres undefined),25,-3,1.0,-0.4
CCN(CC)C(=O)C1CCCN(Cc2ccc(F)c(F)c2)C1 (centres undefined),42,5,0.1,0.8
Cn1c(=O)c2[nH]c(N3CCN(CCO)CC3)nc2n(C)c1=O,13,-3,-0.1,-1.0
c1ccc(-c2cc(N3CCc4ccccc4C3)nc(-c3ccncc3)n2)nc1,11,7,-0.2,-0.4
CCCCc1ccc(N2CC(C(=O)Nc3nccs3)CC2=O)cc1 (centres undefined),-15,-4,0.2,-1.3
CC(=O)NC(CC(C)C)c1nnc2n1CCN(C(=O)CSc1nc(C)cs1)CC2 (centres undefined),5,3,0.6,-1.4
O=C(N/N=C/C=C\c1ccccc1[N+](=O)[O-])c1ccccn1,6,-49,0.0,-0.1
Cc1ccc2c(=O)c(C(=O)c3cccs3)coc2c1,7,-9,-0.1,1.1
N#Cc1c(NC(=O)CSc2ccc3c(c2)OCCO3)sc2c1CCC2,2,12,0.0,-0.8
Cn1c(=NC(=O)C2CC2)sc2cccc(F)c21,12,-6,0.0,1.7
O=C(Nc1cccc([N+](=O)[O-])c1)c1cc(S(=O)(=O)N2CCOCC2)cs1,-3,7,-0.1,2.6
Cc1ccc(NC(=O)c2sc3ccccc3c2Cl)cc1,-7,-62,0.0,-1.9
O=C1CCCC(=O)N1CCS(=O)(=O)N1CCN(CCc2ccccc2)CC1,-2,0,0.0,0.6

# Whole records from above. Screens in order: MITF primary, TEAD-YAP block, FBW7 activator, GPR151 activ
# Cn1c(=NC(=O)C2CC2)sc2cccc(F)c21 reads 12, -6, 0.0, 1.7
# COC(=O)/N=C(\Cc1ccc(OC)cc1)c1ccc(OC)cc1 reads 15, -22, 0.0, -1.6

# Going on with the list:
SMILES,MITF primary,TEAD-YAP block,FBW7 activator,GPR151 activ
COC(=O)c1ccccc1NC1SC(=O)N(c2cccc(C)c2)C1=O (centres undefined),7,-13,0.1,0.8
Cc1cc(Cl)nc(Cl)c1N,3,-4,-0.2,-0.6
CCn1c2cc(C)sc2c2cnn(CC(=O)Nc3c(C)nn(C)c3C)c(=O)c21,15,20,-0.1,1.7
c1ccc(-c2ccc(OCc3ccccn3)nc2)cc1,17,-70,0.0,-0.9
COC(=O)c1ccc(NC(=O)CSc2nnc(-c3ccoc3C)n2CC(C)C)cc1,5,-39,0.0,2.2
COc1ccc(NC(=O)CCc2c(C)nc3cc(-c4ccccc4)nn3c2C)cc1,7,12,1.2,-0.6
CC(OC(=O)c1ccc2c(c1)C(=O)N(c1ccc(Br)cc1)C2=O)C(=O)c1ccccc1 (centres undefined),-12,4,-0.1,1.2
CCn1c(=O)cc(OCC(=O)NCC2CCN(Cc3cccc(C)c3)CC2)c2ccccc21,-5,7,-0.2,1.5
COc1ccc(NC(=O)CSc2ccc(Cl)cc2)cc1S(N)(=O)=O,7,-5,0.4,-0.2
O=C(Nc1ccc(F)c(F)c1)c1cc(S(=O)(=O)NCc2ccccc2)ccc1F,4,5,0.0,0.8
CC(C)(C)OC(=O)N1CC2Cc3[nH]c(=O)ccc3C(C2)C1 (centres undefined),-18,-3,-0.3,0.0
Oc1oc(-c2ccccc2F)nc1C=Nc1ccccc1Cl,18,-13,0.1,-1.7
O=C(c1ccc(F)cc1)c1ccc(N2CCCCCC2)cc1,-6,-70,0.4,0.9
COC(=O)c1c(OC2CCCC2)cc(=O)n2c1CCN(Cc1ccc(C)c(C)c1)CC2,0,-6,-0.1,-0.6
O=C(NCc1nnc2n1CCN(Cc1ccccc1C(F)(F)F)CC2)c1ccccn1,-11,-4,-0.1,-0.4
NNc1ncnc2cc(-c3ccc(F)cc3)sc12,-3,-9,0.0,0.9
Cc1ccc(-n2nnnc2-c2ccc(Br)cc2)cc1,10,5,0.2,-1.5
CCC(NC(=O)c1ccc([N+](=O)[O-])cc1)c1ccccc1 (centres undefined),13,-5,0.9,-1.4
Cc1no[n+]([O-])c1COc1cccc(/C=C2\SC(=S)NC2=O)c1,-4,13,0.1,-1.5
Cc1nonc1C(=O)N1CCC(C2(C)NC(=O)N(Cc3ccsc3)C2=O)CC1 (centres undefined),10,-3,0.7,-0.3
CCOC(=O)c1c(C)n(-c2ccc(N(CC)CC)cc2)c2c1cc(O)c1ccccc12,12,5,0.1,-0.1
O=C(O)C1CC(O)CN1C(=O)Nc1ccccc1F (centres undefined),-10,-2,-0.1,-1.3
Nc1nc(-c2ccccc2)nc2c1ncn2-c1ccsc1,9,20,0.0,2.8
O=C1NC(=S)N/C1=C/c1ccc(OCc2ccc(F)cc2)cc1,-7,-11,-0.2,-1.2

# Shown field by field: two of the compounds above.
compound: CCc1ccc(-c2cc(C(=O)NC(C)C3CC4CCC3C4)c3ccccc3n2)cc1 (centres undefined)
  MITF primary: 10	TEAD-YAP block: 7	FBW7 activator: 0.1	GPR151 activ: 0.4
compound: Cn1c(=O)cc(SCC(=O)NCc2ccc(F)cc2)c2ccccc21
  MITF primary: 4	TEAD-YAP block: 10	FBW7 activator: 0.3	GPR151 activ: -0.5

# Screens deposited in PubChem BioAssay by The Scripps Research Institute Molecular Screening Center.
